Compound activity from PubChem.
ASAP1 inh – inhibitors of human ASAP1 ArfGAP activity, primary screen, biochemical, fluorescence polarization; hit rate 0.19% among 360,000; inhibition, % at 16.5 µM; Arf-GAP with SH3 domain, ANK repeat and PH domain-containing protein 1 (Homo sapiens), …; ASAP1-stimulated ARF1 GTP hydrolysis, GDP FP detection; in the data active = inhibition above about 25%;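 also: 0% = vehicle with enzyme and substrate and 100% = no enzyme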
Target sequence (Q9ULH1 325-724 limits assumed): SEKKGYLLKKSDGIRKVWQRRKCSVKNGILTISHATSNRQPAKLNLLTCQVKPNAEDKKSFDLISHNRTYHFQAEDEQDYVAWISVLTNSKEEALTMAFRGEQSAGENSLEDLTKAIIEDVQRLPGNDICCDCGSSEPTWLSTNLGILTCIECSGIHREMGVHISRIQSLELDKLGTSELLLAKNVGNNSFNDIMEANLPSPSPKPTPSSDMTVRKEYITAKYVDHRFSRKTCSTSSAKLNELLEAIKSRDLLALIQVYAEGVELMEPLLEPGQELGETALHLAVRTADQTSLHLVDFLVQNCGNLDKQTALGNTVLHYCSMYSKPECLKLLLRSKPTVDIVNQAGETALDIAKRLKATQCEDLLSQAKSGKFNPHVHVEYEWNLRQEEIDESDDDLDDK
TDP2 absorb – human TDP2 enzyme inhibitors, primary screen, biochemical, epi absorbance, recombinant enzyme | Tyrosyl-DNA phosphodiesterase 2 (Homo sapiens), O95551 | T5PNP hydrolysis, p-nitrophenol absorbance 415 nm | inhibition, % at 12.8 µM | hit rate 0.34% among 370,000;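 active = inhibition above the mean of all tested compounds plus 3 SD, set per campaign, cut at about 25% in these data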;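 also: 0% = DMSO with enzyme and 100% = buffer with substrate but no TDP2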
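Assay system: recombinant human TDP2 / Reagent: T5PNP substrate at 5 mM, a TopII-DNA adduct mimic / Measured by: epi absorbance from released p-nitrophenol / Evaluation: % inhibition relative to enzyme-containing and enzyme-free wells / Control set: enzyme-free and DMSO wells / Replicates: each compound tested once, singlicate / Schedule: enzyme reaction with compound for 2 h at 37 °C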
proKLK7 act – proKLK7 zymogen activators, primary screen, biochemical, fluorescence intensity; Kallikrein-7 (Homo sapiens), P49862; purified proKLK7, EDANS-DABCYL substrate fluorescence; 100% is mature enzyme control, 0% vehicle; activation, % at 7 µM; hit rate 0.9% among 370,000; AID 652039, 2013;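 active = activation above the mean of all tested compounds plus 3 SD, computed per campaign excluding outliers beyond control limits, cut at about 13% in these data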
Target sequence (P49862 whole entry, looked up): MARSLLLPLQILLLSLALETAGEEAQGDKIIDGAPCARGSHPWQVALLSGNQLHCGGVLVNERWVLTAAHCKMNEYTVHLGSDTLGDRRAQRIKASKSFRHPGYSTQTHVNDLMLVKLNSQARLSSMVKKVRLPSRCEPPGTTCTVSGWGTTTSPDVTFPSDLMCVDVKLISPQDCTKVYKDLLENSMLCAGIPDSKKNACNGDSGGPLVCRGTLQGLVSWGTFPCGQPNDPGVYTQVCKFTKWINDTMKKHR
ADAM17 inh – ADAM17 inhibitors, primary screen, biochemical, QFRET | Disintegrin and metalloproteinase domain-containing protein 17 (Homo sapiens), P78536 | recombinant ADAM17, EDANS/DABCYL FRET peptide cleavage | inhibition, % at 6.95 µM | hit rate 0.83% among 370,000 | AID 720648, 2013;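 active = inhibition above the mean of compounds lying between control limits plus 3 SD, set per campaign, cut at about 8.5% in these data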;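 also: 0% = DMSO-only wells as the low control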
ARFGAP1 inhibitor – inhibitors of rat ARFGAP1 GAP activity, primary screen, biochemical, fluorescence polarization, GDP tracer; ADP-ribosylation factor GTPase-activating protein 1 (Rattus norvegicus), Q62848; Arfgap1-stimulated ARF1 GTP hydrolysis, GDP FP detection; inhibition, % at 16.5 µM; hit rate 0.26% among 360,000;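 active = inhibition above a per-plate limit, mean inhibition of low control wells plus 3 SD, cut at about 25% in these data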;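 also: 0% = DMSO wells with enzyme and 100% = wells lacking Arfgap1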
Target sequence (Q62848 1-136 limits assumed): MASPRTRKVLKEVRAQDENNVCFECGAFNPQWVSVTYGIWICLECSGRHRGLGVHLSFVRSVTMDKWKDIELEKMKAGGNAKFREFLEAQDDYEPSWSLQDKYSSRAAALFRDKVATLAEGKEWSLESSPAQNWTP
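Assay system: Rat Arfgap1 GAP domain (His6, aa 1-136), purified enzyme | Buffer or medium: HEPES 25 mM pH 7.5, NaCl 150 mM, MgCl2, DTT | Schedule: GTP hydrolysis reaction 2 h at 25 °C | Signal: FP of antibody-bound GDP Alexa 633 tracer, ex 620/em 688 nm | Measure: Percent inhibition of Arfgap1-stimulated GTP hydrolysis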
PLC-gamma1 inh – PLC-gamma1 enzyme inhibitors, primary screen, biochemical, fluorescence, purified enzyme | 1-phosphatidylinositol 4,5-bisphosphate phosphodiesterase gamma-1 (Homo sapiens), P19174 | fluorogenic substrate | inhibition, % at 12.2 µM | hit rate 0.84% among 370,000 | AID 720700, 2013; in the data active = inhibition above about 9.5%
Tn6 DDE FP – inhibitors of Tn6 peptide binding to fibrin DD(E), primary screen, biochemical, fluorescence polarization, human fibrin, Tn6 probe | Fibrinogen beta chain (Homo sapiens), P02675 | Fibrin DD(E) TRITC-Tn6 fluorescence polarization displacement | inhibition, % at 8.3 µM | hit rate 0.21% among 370,000;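 active = inhibition above a per-campaign cutoff: mean of compounds within control limits plus 3 SD, cut at about 15% in these data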;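 also: 0% = median of all compound wells on the plate and 100% = blocking peptide control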
ADAM10 inh – human ADAM10 inhibitors, primary screen, biochemical, QFRET, HTS. hit rate 0.62% among 370,000. inhibition, % at 7 µM. Disintegrin and metalloproteinase domain-containing protein 10 (Homo sapiens), O14672. recombinant ADAM10, EDANS/DABCYL FRET peptide cleavage, 3 h;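 active = inhibition above a per-campaign cutoff equal to the mean of compounds falling between control-based bounds plus 3 SD, cut at about 20% in these data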;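 also: 0% = DMSO wells while the 100% control is not disclosed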
LEDGF integ inh – blockers of LEDGF/p75-dependent integrase strand transfer – biochemical, TR-FRET, high throughput, primary screen; HIV-1 integrase (with human LEDGF/p75); TR-FRET IN-LEDGF/p75 DNA integration, Eu/Cy5; inhibition, % at 3.7 µM; hit rate 0.64% among 370,000;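 active = inhibition above the screen-wide mean plus 3 SD, cut at about 13% in these data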;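 also: signal is the Cy5 over europium emission ratio at 671 and 618 nm; 0% = plate median of compound wells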
Tn7 DDE FP – inhibitors of Tn7 peptide binding to fibrin DD(E), primary screen, biochemical, fluorescence polarization, human fibrin, Tn7 probe; hit rate 0.13% among 370,000; Fibrinogen beta chain (Homo sapiens), P02675; FP displacement of FITC-Tn7 peptide from fibrin DD(E); 0% = median of compound wells per plate; inhibition, % at 8.3 µM; AID 720508, 2013;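 active = inhibition above the mean of compounds falling within the control limits plus 3 SD of them, cut at about 14% in these data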;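 also: 0% = plate median of compound wells and 100% = 10 µM Aha-Tn7 peptide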
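Measure: % inhibition scaled between sample-field median and high-control FP; Test system: human fibrin DD(E); Quantity: 2 µM final DD(E) protein; Doses: one dose, 8.3 µM nominal; Schedule: compound with protein 10 min, then 3 h after probe, room temperature; Detection: fluorescence polarization; Medium: Tris buffer with calcium and detergent, pH 7.8.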
* = called active by the depositor.

ASAP1 inh,TDP2 absorb,proKLK7 act,ADAM17 inh,ARFGAP1 inhibitor,PLC-gamma1 inh,Tn6 DDE FP,ADAM10 inh,LEDGF integ inh,Tn7 DDE FP,smiles
5.1,8.6,-0.2,0.4,-2.7,1.4,0.2,5.5,1.1,1.8,O=C(CCCN1C(=O)c2ccccc2C1=O)NC1=NCCS1
-12.2,4.4,-0.4,-1.5,-1.0,0.3,4.5,-10.8,-1.1,-0.2,Clc1cccc(Cl)c1/C=N/Nc1c(Cl)cncc1Cl
0.3,2.6,-4.9,-6.0,3.5,-10.4,-2.2,-14.8,3.6,-3.2,COc1ccc(C)cc1NC(=O)CSc1nc2ccccc2nc1N1CCCCC1
1.8,-11.8,0.0,-5.6,-2.7,-0.9,-1.6,-2.0,0.4,-1.7,O=C(CSc1nc(-c2ccc(Cl)cc2)[nH]c(=O)n1)Nc1cccc(Cl)c1
4.3,-2.8,0.2,-2.5,-6.3,-3.1,-2.9,-5.1,2.6,-1.1,CN(C(=O)COc1ncnc2ccccc12)C1CCCCC1
-7.7,-9.5,-0.1,-1.6,-4.5,0.1,-2.4,-4.3,3.9,-0.5,COc1ccc2c(=O)c3c(=O)n(CCc4ccccc4)c(C(C)C)nc3oc2c1
0.3,8.6,0.6,-2.4,2.0,0.1,-0.7,-6.8,-2.9,-5.5,Cn1cnnc1SCC(=O)c1c[nH]c2ccccc12
4.1,0.8,-0.6,-0.7,8.3,1.4,-10.9,-4.3,2.4,-7.9,C=CCNC(=S)Nc1ccc(Cl)c(S(=O)(=O)N2CCOCC2)c1
-9.7,-10.6,0.2,-2.4,8.5,0.9,-1.1,5.1,-0.3,-0.9,O=C(CN1CCCCCC1)Nc1ccc([N+](=O)[O-])cc1Cl
-2.4,-3.3,-0.1,-2.9,6.5,0.5,0.7,-11.4,-5.4,2.6,C=CCN(Cc1ccc(Cl)s1)C(=O)CNC(=O)CNC(=O)c1ccc(Cl)cc1Cl
-10.9,5.7,0.3,-3.5,-7.5,-3.8,-4.4,3.1,2.1,0.0,CN1CCN(c2ncnc3c2ncn3[C@H]2CN(Cc3ccncc3)C[C@@H](CO)O2)CC1
-0.1,-1.3,-0.2,0.7,-9.0,0.4,1.0,2.1,1.3,-3.2,COc1ncccc1C(=O)N1CCCC(C(=O)c2cc(F)ccc2F)C1 (configuration not stated)
-5.7,-2.6,0.1,-0.3,5.7,-1.9,10.4,-5.0,-0.6,4.6,CC(=O)NCCC(=O)Nc1nc(-c2ccccc2Cl)cs1
-3.9,4.8,-0.8,1.1,3.0,-0.4,4.1,0.4,0.7,-5.7,Cc1nn(Cc2c(F)cccc2Cl)c(C)c1[N+](=O)[O-]
-12.7,-5.4,0.1,-1.4,0.5,-1.9,-1.8,-9.2,-1.9,10.8,CC1CCCCC1NC(=O)COC(=O)COc1ccccc1Cl (configuration not stated)
7.0,-3.0,0.2,5.6,-10.7,4.3,5.4,-0.5,1.5,1.2,C=CCNC(=O)CC(=O)N/N=C/c1ccc(F)cc1
-4.8,0.5,-0.4,-5.2,4.4,10.5*,-6.6,-20.2,-6.9,6.0,COc1ccc(CC(NC(C)=O)C(=O)NC2CCN(C(=O)Nc3ccccc3C)CC2)cc1OC (configuration not stated)
-3.0,-5.7,0.6,-4.0,5.7,0.3,1.3,-3.1,3.1,-7.5,Cn1cc(SCC(=O)NCC2CCCO2)c2ccccc21 (configuration not stated)
-8.3,-8.3,0.7,4.8,5.5,1.6,2.0,1.9,7.4,-2.6,O=S(=O)(c1ccc(Br)cc1Cl)N1CCCN(c2ccc(C(F)(F)F)cn2)CC1
-13.9,4.5,-0.6,-0.3,6.7,0.1,4.3,-9.9,0.2,-0.6,O=C(C1CCCO1)N1CCN(C(=O)C23CC4CC(CC(C4)C2)C3)CC1 (configuration not stated)
-7.4,-6.5,0.9,-1.1,-5.1,2.6,-4.1,11.1,-0.7,-1.3,Cc1ccc(C(=O)N2CCCC(C(=O)Nc3cccc(-c4ccc(F)cc4)c3)C2)cn1 (configuration not stated)
-2.8,-10.6,0.3,-3.1,4.5,0.0,4.9,-9.5,-2.1,3.1,COc1ccc(S(=O)(=O)N2CCCC(C(=O)N3CCCC3)C2)cc1OC (configuration not stated)
6.9,-6.7,-0.2,-5.5,3.0,-1.5,11.6,11.8,0.3,4.4,C=CCn1c(SCc2ccc(C(=O)NCCO)cc2)nc2ccccc2c1=O
5.6,-19.3,-0.6,-3.1,11.8,3.9,-4.0,8.8,-1.7,-2.5,Cc1cc(C)nc(/N=C(\N)Nc2ccc(OCCC(C)C)cc2)n1
1.7,4.3,-0.2,-4.2,-1.4,1.2,5.0,-3.7,-1.2,7.7,O=C(C(Cl)Cl)N1CCN(Cc2ccc3c(c2)OCO3)CC1
-1.6,12.7,0.3,-3.6,-0.4,2.5,2.8,1.7,0.7,-3.0,O=C(CN(CCc1ccccc1)S(=O)(=O)c1ccc(Cl)cc1)N/N=C/c1ccc2c(c1)OCO2
-3.1,-12.0,0.2,-8.2,-10.6,3.4,-0.8,-36.9,4.1,-2.5,CCn1c(CSc2nc3ccccc3s2)nnc1SCC(=O)OC(C)(C)C
-8.5,-10.8,0.2,1.1,-1.2,-34.2,-1.7,-3.7,-2.1,-2.6,COc1cccc(/C=C/C(=O)OCC(=O)N2CCCC2)c1OC
26.3*,-1.2,1.2,-2.0,-1.6,-73.1,-10.4,-3.6,-6.1,3.2,COc1ccc2nc(NC(=O)c3cccc(N4C(=O)CCC4=O)c3)sc2c1
4.8,16.0,-0.3,-4.3,6.2,0.4,3.3,-1.4,-1.4,-0.5,CCc1nnc(NC(=O)CSc2nc3cc4c(cc3cc2C)OCCO4)s1
-6.2,6.7,0.0,-2.9,0.5,4.7,1.7,6.4,-1.8,-5.1,CCOC(=O)C(C)NC(=O)C(NC(=O)C1CCC(CC)CC1)C(C)C (configuration not stated)
-1.5,0.2,0.1,-1.9,12.2,2.8,4.1,5.8,-1.1,2.7,COC(=O)COc1ccc(S(=O)(=O)N2CCc3ccccc3C2)cc1C

Some values from the entries so far:
ASAP1 inh, O=C(C(Cl)Cl)N1CCN(Cc2ccc3c(c2)OCO3)CC1 reads 1.7
TDP2 absorb, COc1ccc2nc(NC(=O)c3cccc(N4C(=O)CCC4=O)c3)sc2c1 reads -1.2

Next part
ASAP1 inh,TDP2 absorb,proKLK7 act,ADAM17 inh,ARFGAP1 inhibitor,PLC-gamma1 inh,Tn6 DDE FP,ADAM10 inh,LEDGF integ inh,Tn7 DDE FP,smiles
11.3,6.5,0.2,-0.6,-5.1,1.7,-3.7,-0.1,-1.5,-0.9,CCCCc1nc2cc(C(=O)N3CCCCC3COC)ccc2o1 (configuration not stated)
8.3,-11.4,-0.2,-4.8,1.2,2.7,2.6,-2.5,2.2,0.6,COc1ccc(CNC(=O)c2cc(-c3cc(C)cc(C)c3O)n[nH]2)cc1
1.8,3.0,1.7,-2.9,-8.2,-224.5,9.3,-0.3,-3.0,6.2,CCOC(=O)c1ccccc1NC(=O)c1ccccc1NS(C)(=O)=O
-5.4,-9.7,-0.5,-3.8,1.5,-2.0,-2.3,10.8,4.6,-1.4,COC(=O)CC1=NN(c2nc3ccccc3s2)C(=O)/C1=C/N(C)C
-0.1,-2.2,-0.1,-2.8,2.6,0.5,-2.2,-20.3,0.2,6.0,CCSCCOC(=O)C1=C(C)NC(=O)NC1c1ccccc1 (configuration not stated)
-10.8,17.3,0.5,-8.4,-4.2,-6.3,-2.1,-17.2,-2.1,-1.1,Cc1c(NS(C)(=O)=O)cccc1-c1nc2cccnc2s1
-11.8,11.6,0.1,-1.3,1.9,-1.4,-1.3,7.5,-2.9,3.4,CC(=O)c1ccc(-n2c(-c3cc(-c4ccsc4)n[nH]3)n[nH]c2=S)cc1
-5.3,-2.0,-0.1,-3.2,1.4,5.1,-7.6,-4.1,2.7,1.2,Cc1ccccc1OCC(=O)NNC(=O)CCN1C(=O)c2ccccc2C1=O
9.4,-7.5,0.2,0.6,-1.3,1.3,-2.5,8.2,-1.9,-9.9,Cc1cc(NC(=S)N(Cc2ccc(Br)cc2)Cc2ccc(C(=O)O)cc2)ccc1Cl
-0.1,3.3,4.5,-129.3,-0.8,-121.6,2.3,-424.6,1.5,2.4,Cc1cccn2c(=O)c3cc(C(=O)N4CCCCC4)sc3nc12
